# DUSP3 inh – blocks human VHR1 dual specificity phosphatase. P51452. recombinant VHR phosphatase, pNPP absorbance. inhibition, % at 13.3 µM. 0.52% of 290,000 active. AID 1654; in the data active = inhibition above about 50%; also: some compounds called inactive have numbers as strong as hits
# Target sequence (P51452 whole entry, looked up): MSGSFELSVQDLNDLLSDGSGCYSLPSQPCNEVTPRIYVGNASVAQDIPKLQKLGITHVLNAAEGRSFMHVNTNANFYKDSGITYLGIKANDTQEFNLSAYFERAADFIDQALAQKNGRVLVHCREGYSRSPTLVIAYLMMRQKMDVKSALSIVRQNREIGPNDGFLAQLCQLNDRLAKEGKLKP
# TcdB GH inh – inhibitors of Clostridioides difficile toxin B glycohydrolase; TcdB glycohydrolase enzymatic assay, plate reader; P18177; AID 652162; inhibition, % at 9.99 µM; 0.24% of 350,000 active; in the data active = inhibition above about 10%
# Rv3671c protease – Rv3671c (M. tuberculosis) protease inhibition. P9WHR9. 0.048% of 320,000 active. inhibition, % at 5.96 µM; in the data active = inhibition above about 38%;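 also: extracellular domain of Rv3671c used as enzyme; 0% = enzyme with DMSO and 100% = no enzyme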
# Target sequence (P9WHR9 whole entry, looked up, the tested form may be a part): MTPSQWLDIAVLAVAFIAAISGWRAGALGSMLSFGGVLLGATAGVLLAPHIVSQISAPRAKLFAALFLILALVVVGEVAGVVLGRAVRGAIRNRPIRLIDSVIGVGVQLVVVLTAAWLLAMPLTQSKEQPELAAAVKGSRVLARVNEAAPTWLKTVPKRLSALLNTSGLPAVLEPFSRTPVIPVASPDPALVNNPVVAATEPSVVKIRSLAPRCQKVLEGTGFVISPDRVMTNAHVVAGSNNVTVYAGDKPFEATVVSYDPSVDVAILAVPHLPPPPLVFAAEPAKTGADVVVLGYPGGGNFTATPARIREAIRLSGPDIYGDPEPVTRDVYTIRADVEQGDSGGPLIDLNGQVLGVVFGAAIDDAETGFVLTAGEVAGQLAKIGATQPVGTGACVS
# PfHsp40 rescue – restores yeast growth despite PfHsp40 toxicity; AID 504582; S. cerevisiae expressing PfHsp40, growth rescue, ATP luminescence; growth rescue, % at 12.5 µM; 0.68% of 340,000 active; in the data active = growth rescue above about 28%, passing the limit was not always enough;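 also: yeast W303a lacking pdr1 and pdr3 grown in galactose medium; growth measured after three days at 30 °C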
# Yp Topo-I inh – blocks Yersinia pestis topoisomerase I activity | Y. pestis Topo-I cleavage product accumulation, plate reader | activity, % at 10 µM | 0.064% of 360,000 active; in the data active = activity above about 50%, passing the limit was not always enough; also: inactives centre near 2
# Anthrax LF inh2 – blocks Bacillus anthracis lethal factor protease | P15917 | multiplex microsphere protease cleavage assay, LF | inhibition, % at 10 µM | 0.12% of 360,000 active | AID 588501; in the data active = inhibition above about 30%; also: plate controls were buffer without enzyme for full effect and enzyme alone for no effect
# 3CLpro inhibitor – SARS-CoV 3CLpro protease inhibition. recombinant SARS-CoV 3CLpro, quenched FRET peptide cleavage. 0.14% of 290,000 active. inhibition, % at 6 µM. AID 1706; in the data active = inhibition above about 12%
# SSB-PriA inh – K. pneumoniae PriA-SSBct interaction inhibition; AlphaScreen SSBct-PriA binding, biotinylated peptide; inhibition, % at 33 µM; 0.6% of 430,000 active; AID 1272365; in the data active = inhibition mostly above about 37%, no sharp cut-off; inactive = mostly below about 20%;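 also: plate controls were negative control peptide for no effect and reference peptide for full effect; strong numbers were not always called active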
# MazF activator – increases E. coli MazEF RNase cleavage of RNA; FAM/BHQ RNA-DNA oligo cleavage fluorescence, 5 h; activation, % at 20 µM; 0.32% of 350,000 active; in the data active = activation above about 50%
# Target sequence (P0AE70 whole entry, looked up): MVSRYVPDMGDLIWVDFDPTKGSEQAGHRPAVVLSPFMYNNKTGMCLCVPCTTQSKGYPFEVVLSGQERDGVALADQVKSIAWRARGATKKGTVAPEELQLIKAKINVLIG
# BH1578 lux ind – quorum light induction in luxS cqsA deficient V. cholerae. activation, % at 18.7 µM. AID 588436. V. cholerae BH1578 lux reporter, luminescence, 6 h. 0.16% of 350,000 active; in the data active = activation mostly above about 9.7%, no sharp cut-off; also: not every result past the cut was called active; inactives centre near 0; reference of the scale not given here
# * marks the source's active call; other numbers are inactive results; i = inactive; x = no result given. A portion of the library; rates above refer to the full screens.
# Value order: DUSP3 inh	TcdB GH inh	Rv3671c protease	PfHsp40 rescue	Yp Topo-I inh	Anthrax LF inh2	3CLpro inhibitor	SSB-PriA inh	MazF activator	BH1578 lux ind
CCCCNC(=O)c1onc(CSc2ccc(OC)cc2)c1C(=O)O
 : 24	2.7	1	-1.4	5	1	4	-6	7	1.5
CNc1oc(-c2ccc(OCc3ccccc3)cc2)nc1C#N
 : 12	x	3	0.2	28	1	1	5	-1	i
O=c1[nH]c(CSc2ncc(C(F)(F)F)cc2Cl)nc2ccccc12
 : 26	1.2	-5	0.2	-13	2	1	-2	9	-0.3
COC(=O)c1nccnc1N
 : x	0.0	x	1.1	-6	-4	x	-9	7	0.1
Cc1cc(CN(C)C(=O)c2ccc3nc(Cc4ccccc4F)oc3c2)on1
 : 9	-0.3	-3	-0.3	16	-1	-2	0	-3	i
COc1ccccc1NC(=O)CC(c1ccc(F)cc1)c1ccco1 (stereo unspecified)
 : -1	2.8	2	-0.7	-4	2	7	-17	0	-0.9
COC(=O)C1=C(c2ccc(F)cc2OCc2ccccc2)C[C@@H]2CC[C@H]1N2C(=O)NCCOc1ccccc1
 : x	10*	-14	4.2	7	-4	x	-14	0	-0.4
COc1ccc(O)c(-c2[nH]ncc2C(=O)c2cccc(C)c2)c1
 : x	-12	3	-0.6	-11	-7	-1	11	-17	-0.5
CCOc1ccc(C(=O)CCC(=O)NNC(=O)c2ccccc2O)cc1
 : x	0.3	10	-1.1	-1	2	x	-4	5	-5.0
Cc1cc(C(=O)Nc2ccc(S(=O)(=O)N3CCOCC3)cc2)c(C)o1
 : 16	6.6	-1	-1.0	-5	x	2	-6	6	-0.4
Cc1c(C(=O)NCc2ccccn2)sc2nc(-c3ccc(F)cc3)cn12
 : 13	x	5	1.3	16	-8	-6	-7	0	i
COc1cccc(NS(=O)(=O)c2c(C)n(C)c(=O)n(C)c2=O)c1
 : 19	-1.0	-2	0.8	-1	1	-1	-1	1	-0.3
Nc1ccccc1SCC(=O)Nc1cccc2ccccc12
 : 6	-0.5	-3	-0.8	4	-2	-4	6	8	-0.2
COc1ccccc1C(=O)Nc1ccnn1C1CCN(Cc2csc(C(C)=O)c2)CC1
 : 17	1.5	-8	-1.3	13	1	5	-2	7	-2.4
COCCn1c(NCc2ccc(C)cc2)nc2c1c(=O)[nH]c(=O)n2C
 : 18	x	6	-0.2	9	-1	-4	-5	-3	i
O=C(Nc1ccccc1F)c1ccc(CSc2ncccn2)cc1
 : 19	0.5	-6	-0.4	17	0	4	-1	-2	-0.3
CC(=O)c1c(C)[nH]c(C(=O)N2CCC3(CC2)OCCO3)c1C
 : 12	x	-2	3.6	4	1	-3	-16	-12	i
COc1ccc(CC(=O)Nc2c3c(nn2-c2cccc(Cl)c2)CS(=O)(=O)C3)cc1
 : -9	x	3	-0.1	11	-3	0	-12	-8	i
CN(C)S(=O)(=O)c1ccc(C(=O)Nc2nnc(SCc3cccc(F)c3)s2)cc1
 : 5	x	-10	-1.1	1	-2	-1	-11	-3	-0.2
Nc1cccc(-c2cc3ccccc3oc2=O)c1
 : 14	0.3	-2	-0.1	2	-4	2	-6	9	i
COC(=O)[C@H](C)NC(=O)NCc1ccc(F)cc1
 : 11	2.9	-8	-0.1	-9	6	-6	-1	7	-0.1
Cn1cc(CN2CCC(C(=O)N3CCCC3)CC2)c(-c2ccccc2F)n1
 : -19	1.0	2	0.8	-6	-3	2	-10	5	-0.3
COc1ccc(N(C(=O)c2ccco2)S(=O)(=O)c2cccc([N+](=O)[O-])c2)cc1
 : 26	x	6	0.5	0	-1	-4	-12	-4	1.0
Cn1c(-c2ccccc2)cnc1N
 : 24	x	-3	-1.6	-5	-11	0	5	-1	i
O=C1c2ccccc2C(=O)N1CCCCc1cn(C[C@H]2CC[C@@H]([C@@H]3CC[C@H](Cn4cc(CCCCN5C(=O)c6ccccc6C5=O)nn4)O3)O2)nn1
 : x	0.3	-3	0.1	32	4	x	-9	2	i
CCOC(=O)N1CCN(Cc2nc3cc(NC(C)=O)ccc3n2CC)CC1
 : -33	0.5	-8	1.9	1	4	-1	-12	8	0.8
OCCCN1CCN(CCOc2ccccc2-c2ccccc2)CC1
 : -8	1.1	5	-0.5	2	-3	6	1	3	i
Cc1cc(C)n2[nH]c(=O)c(N=Nc3cccc(C(F)(F)F)c3)c2n1
 : -2	x	-26	-0.8	8	0	-3	-5	4	-8.3
C/C(NC1CCCC1)=C(/C#N)C(N)=O
 : 6	x	3	-1.4	4	12	7	-5	-1	-0.3
CC1=C(n2nnc3ccccc32)C(c2ccccc2)C(C#N)=C(N)O1 (stereo unspecified)
 : 13	x	0	0.2	-6	-1	-4	-8	5	-2.8
CCN1CCN(c2nc(Nc3cc(OC)ccc3OC)nc(Nc3cc(OC)ccc3OC)n2)CC1
 : 15	0.5	9	-1.1	-2	-13	0	-2	13	-1.2
O=c1ccc2cc([N+](=O)[O-])c(CCO)cc2o1
 : 13	2.2	-8	-1.5	5	-3	-11	-24	9	-0.9
CCN(CC)CCCC(C)Nc1nccc2c(Cl)cccc12 (stereo unspecified)
 : x	1.2	x	-0.5	-12	-3	x	-7	5	0.1
CCn1c2ccccc2c2cc(/C=N/NC(=O)c3ccncc3)ccc21
 : 15	0.4	2	2.1	22	-2	-3	x	3	-1.3
CCCCCCn1cc(C(=O)O)c(=O)c2cc(F)c(N3CCN(C(=O)OCC)CC3)cc21
 : 28	-0.6	-2	-0.4	-3	1	-1	4	11	1.1
COCCNC(=O)CN1C(=O)CN=C(c2ccccc2)c2ccccc21
 : 16	0.0	-6	-1.4	-8	-2	-7	3	4	-0.4
COc1ccccc1NC(=O)N(CCN(C)C)Cc1cc2cc(C)ccc2[nH]c1=O
 : 52*	x	-3	0.7	4	-2	-1	4	3	i
COc1cccc2cc(C(=O)OCC(=O)NC3CCCC(C)C3C)c(=O)oc12 (stereo unspecified)
 : x	0.6	2	-0.1	3	-4	x	-17	14	i
Cn1c(NCC(O)CO)nc2c1c(=O)n(Cc1ccc(Cl)c(Cl)c1)c(=O)n2C (stereo unspecified)
 : 40	x	-6	-0.8	-11	0	0	-13	-1	3.0
CCn1c(SCC(=O)N2CCCC(C)C2)nnc1-c1ccco1 (stereo unspecified)
 : -8	-4.8	5	0.8	7	2	2	-10	12	i
O=C(N/N=C\c1c(O)ccc2ccccc12)c1cncc(Br)c1
 : 26	0.6	8	7.1	-3	8	29*	x	-175	28
CCOc1nc(-c2ccccc2)c2cc(Br)ccc2n1
 : 21	0.9	2	-1.7	4	-9	4	1	7	i
O=C(CN1CCCN(Cc2ccc(F)cc2Cl)C1=O)NC1CCCC1
 : 16	1.8	-32	-0.3	10	-3	0	-6	4	-0.4
CCOCCn1c(CC)nc2ccccc21
 : -7	-0.1	6	1.2	6	-2	-3	-3	4	-0.2
O=C(CNCC(=O)Nc1ccc(F)c(F)c1F)Nc1ccc(F)c(F)c1F
 : 32	-3.6	-1	-1.7	-1	-11	8	4	-2	i
COCCn1c(SCC(=O)Nc2ccccc2C)nc2c(oc3ccccc32)c1=O
 : 23	x	0	-0.9	1	3	0	-16	-1	-0.4
Cn1cc(C(=O)C(=O)NC2CC2)c2ccccc21
 : x	0.4	x	0.4	3	-10	x	-2	-5	-2.7
Cc1ccc(CNC(=O)C2CCN(S(=O)(=O)c3cccc4nonc34)CC2)cc1
 : 10	2.5	-2	-2.4	-12	2	-2	-11	4	-0.4
Cc1cccc2cc(C#N)c(SCC(=O)NNC(=O)Cc3ccccc3)nc12
 : 23	x	0	-0.1	-5	-8	0	-4	-9	-0.2
O=C(Cc1cccc2ccccc12)NCCOc1ccccc1F
 : 7	4.7	-2	7.2	10	-5	2	-6	7	i
CNC(=O)c1[nH]cnc1C(=O)N[C@@H](Cc1ccccc1)C(=O)OC(C)(C)C
 : 3	0.8	-8	0.8	7	6	1	0	1	0.5
CC(C)CC(=O)CN1C(=O)C2(OCCO2)c2ccccc21
 : -2	x	12	0.8	-6	2	-5	-5	2	i
O=C(CN1C(=O)NC2(CCCCCC2)C1=O)NCc1ccccc1
 : x	-0.8	5	-1.0	-4	2	x	-1	0	-0.2
CCn1ncc(/C=N/O)c1C
 : 15	x	-1	1.1	-4	-2	0	x	1	-0.4
CC(Sc1nnc(-c2ccc(O)cc2)o1)C(=O)Nc1cccc2ccccc12 (stereo unspecified)
 : 10	x	2	0.4	2	0	7	-8	0	-2.9
COc1ccc2cc(C(=O)C3CCCN(C(=O)c4cnn(C(C)C)c4)C3)ccc2c1 (stereo unspecified)
 : 2	1.8	1	0.3	25	1	-3	8	4	-0.9
CCOC(=O)c1c(C=O)c2sc(C)cc2n1C
 : 8	0.6	4	1.4	10	-5	1	-2	-14	-0.4
COc1cc(OC)c2cc(C(=O)N/N=C/c3cccc(OC)c3O)[nH]c2c1
 : 9	1.5	35	0.1	-20	-4	-1	x	-11	-0.4
Cc1cccc(NC(=O)c2cc(S(=O)(=O)NCc3ccco3)ccc2F)c1C
 : 15	x	-8	0.9	14	1	-5	-3	-3	-0.2
O=C(Nc1nccs1)c1ccc(-c2ccccc2[N+](=O)[O-])o1
 : 24	0.5	-9	0.3	-6	-6	-133	20	0	i

# Full records from above:
# CNC(=O)c1[nH]cnc1C(=O)N[C@@H](Cc1ccccc1)C(=O)OC(C)(C)C is entered as DUSP3 inh: 3; TcdB GH inh: 0.8; Rv3671c protease: -8; PfHsp40 rescue: 0.8; Yp Topo-I inh: 7; Anthrax LF inh2: 6; 3CLpro inhibitor: 1; SSB-PriA inh: 0; MazF activator: 1; BH1578 lux ind: 0.5
# O=C(Cc1cccc2ccccc12)NCCOc1ccccc1F is entered as DUSP3 inh: 7; TcdB GH inh: 4.7; Rv3671c protease: -2; PfHsp40 rescue: 7.2; Yp Topo-I inh: 10; Anthrax LF inh2: -5; 3CLpro inhibitor: 2; SSB-PriA inh: -6; MazF activator: 7; BH1578 lux ind: i

# 12 of the compounds above, comma-delimited:
SMILES,DUSP3 inh,TcdB GH inh,Rv3671c protease,PfHsp40 rescue,Yp Topo-I inh,Anthrax LF inh2,3CLpro inhibitor,SSB-PriA inh,MazF activator,BH1578 lux ind
CCN1CCN(c2nc(Nc3cc(OC)ccc3OC)nc(Nc3cc(OC)ccc3OC)n2)CC1,15,0.5,9,-1.1,-2,-13,0,-2,13,-1.2
O=c1ccc2cc([N+](=O)[O-])c(CCO)cc2o1,13,2.2,-8,-1.5,5,-3,-11,-24,9,-0.9
CCN(CC)CCCC(C)Nc1nccc2c(Cl)cccc12 (stereo unspecified),x,1.2,x,-0.5,-12,-3,x,-7,5,0.1
CCn1c2ccccc2c2cc(/C=N/NC(=O)c3ccncc3)ccc21,15,0.4,2,2.1,22,-2,-3,x,3,-1.3
CCCCCCn1cc(C(=O)O)c(=O)c2cc(F)c(N3CCN(C(=O)OCC)CC3)cc21,28,-0.6,-2,-0.4,-3,1,-1,4,11,1.1
COCCNC(=O)CN1C(=O)CN=C(c2ccccc2)c2ccccc21,16,0.0,-6,-1.4,-8,-2,-7,3,4,-0.4
COc1ccccc1NC(=O)N(CCN(C)C)Cc1cc2cc(C)ccc2[nH]c1=O,52*,x,-3,0.7,4,-2,-1,4,3,i
COc1cccc2cc(C(=O)OCC(=O)NC3CCCC(C)C3C)c(=O)oc12 (stereo unspecified),x,0.6,2,-0.1,3,-4,x,-17,14,i
Cn1c(NCC(O)CO)nc2c1c(=O)n(Cc1ccc(Cl)c(Cl)c1)c(=O)n2C (stereo unspecified),40,x,-6,-0.8,-11,0,0,-13,-1,3.0
CCn1c(SCC(=O)N2CCCC(C)C2)nnc1-c1ccco1 (stereo unspecified),-8,-4.8,5,0.8,7,2,2,-10,12,i
O=C(N/N=C\c1c(O)ccc2ccccc12)c1cncc(Br)c1,26,0.6,8,7.1,-3,8,29*,x,-175,28
CCOc1nc(-c2ccccc2)c2cc(Br)ccc2n1,21,0.9,2,-1.7,4,-9,4,1,7,i

# High-throughput results from PubChem BioAssay.
